aSyn UTR inh: MLPCN primary screen, SNCA 5' untranslated region. alpha-synuclein 5'UTR reporter, inhibitor activity. inhibition, % (tested at 7.5 µM). hit rate 0.82% among 300,000. AID 1813; in the data active means inhibition above about 60%;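 further: H4 neuroglioblastoma cells stably carrying SNCA 5'UTR luciferase fusion; 0% = DMSO wells and 100% = positive control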
AI-2 QS modul: modulates the Vibrio harveyi AI-2 quorum sensing system | Vibrio harveyi JMH597 AI-2 luminescence/OD600 ratio, 9 h; hits give low values; strain lacks LuxN and CqsS sensors; 0 = neutral-control median | activity change, % at 7.5 µM | hit rate 0.4% among 300,000; in the data active means activity change below about -75%, passing the limit was not always enough;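 further: luminescence divided by OD600 gain over 9 h not by final OD600 alone; inactives centre near 13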
Platelet DG rel: platelet dense granule release activity; human platelet-rich plasma, SFLLRN dense granule ATP release, luminescence; hit rate 0.22% among 300,000; inhibition, %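 (compounds screened at 7.5 µM in platelet-rich plasma)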;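 active means mean replicate score, as percent of positive control, at or above 50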
HSP90 inh: HSP90 refolding inhibition in rabbit reticulocyte lysate; AID 1789; hit rate 0.91% among 290,000; luciferase refolding luminescence, 3 h; inhibition, % at 5.6 µM;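 active means inhibition above the screen-wide mean plus 3 SD, computed separately per campaign, cut at about 16% in these data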;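 further: 0% = DMSO wells and 100% = 60 µM geldanamycin wells; inhibitors lower the luminescence because luciferase stays unfolded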
HSF-1 act: increases HSF-1 driven luciferase reporter signal; hit rate 1.7% among 300,000; NIH3T3-HGL HSF-1 luciferase reporter, MG132, 8 h; 100% = twice DMSO control signal; AID 504408; activation, % at 9 µM;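 active means mean replicate activation of at least 50% with a set share of replicates each reaching 50%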;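 further: 0% = median of the neutral control wells and 100% = twice that signal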
HSF1 inh: HSF1 inhibition. activity change, negative = inhibition, % at 7.5 µM (by protocol). NIH3T3-HGL HSE-luciferase, MG132-induced, luminescence 8 h; hits give low values. hit rate 0.77% among 300,000. AID 2098;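 active means more than half of replicate wells show activity change below -50%, luminescence cut by over half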;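 further: luciferase reports HSF-1 transcriptional activity via heat shock element; 0% = median of DMSO wells and -100% = zero luminescence signal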
HIF act: HIF pathway transcriptional activation; U2OS HRE-luciferase reporter, luminescence; normalized: DMSO 0%, desferrioxamine 100%; activation, % at 7.5 µM (by protocol); hit rate 0.32% among 300,000;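 active means mean activation of at least 10% of the iron chelator positive control signal, with at least half of replicates also reaching 10%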
KLF5 inhibitor: suppresses KLF5 promoter-driven expression. AID 1700. DLD-1 KLF5 promoter-luciferase reporter, luminescence. hit rate 0.23% among 290,000. inhibition, % at 5 µM;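 active means inhibition above a per-plate limit of that plate's mean compound inhibition plus 3 SD, cut at about 60% in these data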;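 further: 0% = DMSO wells and 100% = LY294002 at 200 µM; higher means less KLF5 promoter-driven luciferase light; inactives centre near -14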
IEC-6 tox: kills IEC-6 intestinal cells in KLF5 counter-screen | IEC-6 cytotoxicity, luminescence viability | inhibition, % at 5 µM | hit rate 0.78% among 290,000 | AID 1825; in the data active means inhibition above about 22%;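 further: 0% = plate median of test compound wells and 100% = cytotoxic reference compound wells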
HDAC3 inhib: inhibitors of human histone deacetylase 3; O15379; recombinant HDAC3, fluorogenic peptide/trypsin coupled, fluorescence; inhibition, % at 8.3 µM; hit rate 0.15% among 320,000; AID 2718; in the data active means inhibition above about 26%, passing the limit was not always enough
Target sequence (O15379 whole entry, looked up): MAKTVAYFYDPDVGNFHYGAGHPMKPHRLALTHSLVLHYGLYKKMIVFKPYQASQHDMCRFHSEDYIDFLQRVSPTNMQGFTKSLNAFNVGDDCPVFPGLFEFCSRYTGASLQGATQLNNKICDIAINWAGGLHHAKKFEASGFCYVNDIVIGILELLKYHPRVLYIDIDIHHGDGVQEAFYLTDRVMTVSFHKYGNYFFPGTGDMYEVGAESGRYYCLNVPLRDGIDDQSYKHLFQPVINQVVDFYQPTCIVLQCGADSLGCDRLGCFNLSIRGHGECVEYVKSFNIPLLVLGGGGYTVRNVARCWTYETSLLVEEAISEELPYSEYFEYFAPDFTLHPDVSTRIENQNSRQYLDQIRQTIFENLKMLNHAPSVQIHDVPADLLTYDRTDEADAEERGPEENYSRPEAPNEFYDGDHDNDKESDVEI
An asterisk follows results filed as active; x = not tested or not shown.

Results follow in this order: aSyn UTR inh	AI-2 QS modul	Platelet DG rel	HSP90 inh	HSF-1 act	HSF1 inh	HIF act	KLF5 inhibitor	IEC-6 tox	HDAC3 inhib
- CCOc1ccccc1NC(=O)CCCc1ccc(OC)c(C)c1
  1.9	6.1	1.7	0.2	23.7	2.3	1.0	-14.5	5.4	5.3
- NC(=O)CSc1nc2cc3c(cc2c(=O)n1CCCC(=O)NCc1ccc2c(c1)OCO2)OCO3
  34.3	19.5	6.7	2.0	-32.5	-15.3	-0.4	-15.2	0.5	6.4
- CC1(C)C(C=C(Cl)Cl)C1C(=O)N(Cc1cccc(Cl)c1)C1CCS(=O)(=O)C1 (stereo not drawn)
  11.5	14.2	-3.4	16.9*	26.9	16.4	0.3	-29.4	0.7	4.3
- CC(C)(C)c1nnc(N/N=C/c2ccc(O)cc2)n(N)c1=O
  0.2	32.6	-0.5	-1.4	-25.6	-14.0	-0.7	-7.8	-1.6	9.7
- O=C(COC(=O)CCc1nc2ccccc2s1)Nc1ncc(Cl)cc1Cl
  -31.3	-14.6	-9.5	3.6	3.6	-3.1	-0.3	-9.2	-1.9	2.8
- COc1ccc(C2=NN(C(=O)c3cccs3)C(c3ccccc3OC)C2)cc1OC (stereo not drawn)
  30.4	22.4	0.3	-2.0	9.3	-5.2	-0.1	-14.2	2.1	-0.4
- Cc1nn(-c2ccccc2)c(Cl)c1/C=N/Nc1nncc(=O)[nH]1
  -19.6	18.8	0.3	1.4	-3.4	-0.2	0.5	11.7	3.5	3.1
- CC(C)Oc1ccc(Cc2n[nH]c(=S)n2Cc2ccccc2)cc1Cl
  -1.8	42.7	2.0	-0.5	-6.9	3.7	0.4	-17.9	-12.0	7.4
- CC(C)N(Cc1nc2ccccc2[nH]1)C(C)C
  -14.5	9.9	1.9	-2.1	17.2	-3.7	-0.2	-20.5	6.5	2.7
- CC(=O)/C(=N\Nc1ccc(Cl)cc1)Sc1nnc(-c2ccccc2)n1-c1ccccc1
  -2.9	24.0	-6.0	-4.4	-62.4	-55.2*	-0.7	-57.6	-1.5	x
- O=C(Nc1ccc2c(c1)C(=O)NC2=O)c1cc(Cl)ccc1Cl
  5.7	26.3	-6.6	-0.9	12.1	-4.0	0.0	-1.3	4.6	-12.8
- CS(=O)(=O)CCC(C(=O)OCc1ccc(Br)cc1)N1C(=O)c2ccccc2C1=O (stereo not drawn)
  6.4	23.5	-6.1	-1.3	19.5	0.9	0.2	2.4	0.6	-2.1
- Cc1cc(N2CCOCC2)nc2ccc(NC(=O)CCC(=O)N3CCN(c4ccccc4)CC3)cc12
  -87.4	11.5	15.4	2.3	-0.7	-1.0	2.8	-44.4	9.4	-8.2
- COc1cc(C(=O)Oc2cccnc2)cc(OC)c1OC
  6.0	14.2	1.4	-1.2	10.7	1.0	-1.3	1.8	-1.5	3.1
- O=C1N/C(=N/O)S/C1=C/c1cccnc1
  -10.5	70.6	2.0	0.8	3.8	-7.0	0.0	-11.4	5.8	3.3
- C/C(=N/NC(=O)CNC(=O)c1ccccc1)c1ccc(C)cc1
  2.4	1.8	4.7	1.4	-23.7	-2.4	-0.1	4.5	-4.4	-4.3
- COc1ccc(S(=O)(=O)NC2CCSc3ccccc32)cc1NC(C)=O (stereo not drawn)
  10.0	6.2	-10.2	-0.9	3.1	-2.7	0.1	-9.3	2.5	3.9
- O=C(N/N=C/c1ccc2c(c1)OCO2)c1ccc(COCC(F)(F)C(F)F)cc1
  16.6	33.9	-8.4	3.6	0.3	-7.4	0.1	36.8	7.1	-9.5
- CCc1cccc(C)c1NC(=S)NCc1ccc2[nH]c(C)cc2c1
  -1.5	36.3	3.1	6.4	-14.0	2.6	-0.5	7.3	-1.4	4.1
- CCN(CC)C(=O)c1sc(NC(=O)c2c(OC)cccc2OC)c(C#N)c1C
  -0.4	15.3	10.5	0.7	15.2	-3.7	-0.2	-25.4	-9.0	-3.3

Other structures:
SMILES	aSyn UTR inh	AI-2 QS modul	Platelet DG rel	HSP90 inh	HSF-1 act	HSF1 inh	HIF act	KLF5 inhibitor	IEC-6 tox	HDAC3 inhib
Cc1ccc(Oc2ccc(OCC(=O)NC(CC(C)C)C(=O)O)cc2)cc1 (stereo not drawn)	39.8	40.6	-0.5	-4.4	-7.0	-7.7	-0.7	-15.4	-2.0	-0.4
O=C(CSc1nc2c(cnn2-c2ccc(F)cc2)c(=O)[nH]1)N1CCCCCC1	25.8	8.6	11.4	-0.8	7.6	1.0	-0.2	-8.2	2.4	10.9
O=C(CC1CCCCC1)Nc1ccc(-c2ccc3nncn3n2)cc1	14.5	17.0	-3.3	-1.4	-0.9	-4.7	-0.1	-16.9	-3.6	-4.2
Cc1ccccc1CNC(=O)C(=O)NCCC1CCCCN1S(=O)(=O)c1cccs1 (stereo not drawn)	2.0	16.4	32.7	x	8.6	1.1	0.1	x	x	x
Cc1cc(S(=O)(=O)NCc2ccco2)c(C)s1	-0.4	12.6	-2.9	-1.2	-8.9	-7.7	-0.3	-22.1	1.4	-1.9
COc1ccc(Cn2c(=O)oc3ccc(C)cc32)cc1OC	-16.9	15.1	-3.5	0.1	-1.5	1.8	0.1	-4.3	-2.6	3.6

Gathered by group: the compounds so far with fluorine (2)
SMILES	aSyn UTR inh	AI-2 QS modul	Platelet DG rel	HSP90 inh	HSF-1 act	HSF1 inh	HIF act	KLF5 inhibitor	IEC-6 tox	HDAC3 inhib
O=C(N/N=C/c1ccc2c(c1)OCO2)c1ccc(COCC(F)(F)C(F)F)cc1	16.6	33.9	-8.4	3.6	0.3	-7.4	0.1	36.8	7.1	-9.5
O=C(CSc1nc2c(cnn2-c2ccc(F)cc2)c(=O)[nH]1)N1CCCCCC1	25.8	8.6	11.4	-0.8	7.6	1.0	-0.2	-8.2	2.4	10.9

Grouped by structure: the entries above with an aryl methoxy group
SMILES	aSyn UTR inh	AI-2 QS modul	Platelet DG rel	HSP90 inh	HSF-1 act	HSF1 inh	HIF act	KLF5 inhibitor	IEC-6 tox	HDAC3 inhib
CCOc1ccccc1NC(=O)CCCc1ccc(OC)c(C)c1	1.9	6.1	1.7	0.2	23.7	2.3	1.0	-14.5	5.4	5.3
COc1ccc(C2=NN(C(=O)c3cccs3)C(c3ccccc3OC)C2)cc1OC (stereo not drawn)	30.4	22.4	0.3	-2.0	9.3	-5.2	-0.1	-14.2	2.1	-0.4
COc1cc(C(=O)Oc2cccnc2)cc(OC)c1OC	6.0	14.2	1.4	-1.2	10.7	1.0	-1.3	1.8	-1.5	3.1
COc1ccc(S(=O)(=O)NC2CCSc3ccccc32)cc1NC(C)=O (stereo not drawn)	10.0	6.2	-10.2	-0.9	3.1	-2.7	0.1	-9.3	2.5	3.9
CCN(CC)C(=O)c1sc(NC(=O)c2c(OC)cccc2OC)c(C#N)c1C	-0.4	15.3	10.5	0.7	15.2	-3.7	-0.2	-25.4	-9.0	-3.3
COc1ccc(Cn2c(=O)oc3ccc(C)cc32)cc1OC	-16.9	15.1	-3.5	0.1	-1.5	1.8	0.1	-4.3	-2.6	3.6

Screening results: PubChem, several laboratories
